# Bioassay records (PubChem BioAssay)
# EPAC1 ag = EPAC1 (human) agonism. O95398. EPAC1 agonist qHTS, biochemical assay; response scale: 100% = response to 6.5 mM cAMP. Potency, µM (top dose mostly 154 µM), without a hit: at the highest dose activation, usual class: activators. hit rate 0.073% among 360,000. AID 720707; note: potency is the fitted concentration of half-maximal effect; nearly all actives have a fitted effect of over 60% in size
#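 Compounds were pinned as a concentration titration into mixtures of EPAC1 (100 nM), BODIPY-GDP-loaded Rap1B (250 nM) and GDP (50 uM). After 5 min at room temperature, fluorescence was followed for 30 min; activity was scaled to 6.5 mM cAMP.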
# PLK1 PBD inh = blocks phosphopeptide binding to human PLK1 polo-box domain. Plk1 PBD binding of FITC phosphopeptide, fluorescence polarization. hit rate 2.8% among 360,000. Potency, µM, inactives show max response, negative = inhibition, usual class: inhibitors; note: potency is the fitted concentration of half-maximal effect; series mostly up to about 57 µM; % is set by controls: 0 for no effect and ±100 for the full control effect; nearly all actives have a fitted effect of over 65% in size
# Target sequence (P53350 whole entry, looked up, the tested form may be a part): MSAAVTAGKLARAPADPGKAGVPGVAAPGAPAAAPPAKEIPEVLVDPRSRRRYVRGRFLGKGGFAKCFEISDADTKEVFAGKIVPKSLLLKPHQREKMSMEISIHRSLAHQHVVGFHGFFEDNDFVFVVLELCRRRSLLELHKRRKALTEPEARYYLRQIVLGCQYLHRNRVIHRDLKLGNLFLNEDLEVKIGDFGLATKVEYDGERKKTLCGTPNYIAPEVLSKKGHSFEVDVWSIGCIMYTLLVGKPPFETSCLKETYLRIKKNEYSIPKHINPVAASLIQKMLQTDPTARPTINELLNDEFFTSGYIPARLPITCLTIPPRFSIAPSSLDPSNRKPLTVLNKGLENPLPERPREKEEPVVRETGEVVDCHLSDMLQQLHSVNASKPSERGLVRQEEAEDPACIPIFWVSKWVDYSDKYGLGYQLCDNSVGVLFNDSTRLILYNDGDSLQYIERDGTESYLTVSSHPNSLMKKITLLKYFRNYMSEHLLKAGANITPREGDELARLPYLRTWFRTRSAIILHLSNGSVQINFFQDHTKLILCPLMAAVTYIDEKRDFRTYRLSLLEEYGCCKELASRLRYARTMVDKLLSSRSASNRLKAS
# CCT chaperon mod = modulators of cytosolic chaperonin (CCT/TRiC) activity. purified chaperonin ATPase assay, HTRF ADP detection, 30 min. activity change, % (no concentration beside the values), hits read low. hit rate 0.3% among 360,000; in the data active = activity change below about -30%; note: % is set by controls: 0 for no effect and ±100 for the full control effect
#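 We incubate TRiC, 40 or 20 nM final, with library compounds at 76 uM and 10 uM ATP for 30 min at 37 °C. ADP formed is detected with Transcreener HTRF reagents after 30 min at room temperature.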
# EPAC2 antag = blocks human EPAC2 exchange factor | EPAC2 GEF exchange of Rap1B-BODIPY-GDP, fluorescence | Potency, µM (titrated, usually from 114 µM), inactives show at the top dose activity, negative = inhibition, usual class: inhibitors | hit rate 0.18% among 360,000 | AID 720708; note: potency is the fitted concentration of half-maximal effect; % is set by controls: 0 for no effect and ±100 for the full control effect; nearly all actives have a fitted effect of over 45% in size; many of its hits are not listed in these tables
# EPAC1 antagonist = antagonists of human EPAC1; O95398; EPAC1 GEF assay, Rap1b-BODIPY-GDP exchange fluorescence; AID 720709; Potency, µM (titrated, usually from 115 µM), for the others: top-dose activity change, negative = inhibition, usual class: inhibitors; hit rate 0.14% among 360,000;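 note: potency is the fitted concentration of half-maximal effect; plate controls were vehicle for no effect and positive control for full effect; nearly all actives have a fitted effect of over 50% in size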
# PI5P4Ka inh = inhibitors of human PI5P4K alpha. PI5P4Kalpha enzyme, ADP-Glo luminescence, 60 min; active compounds read low. AID 652105. hit rate 1.2% among 330,000. max response, %; active = max response of -50% or lower; inconclusive = between -30% and -50%; inactive = -30% or higher; note: value at the top dose of about 77 µM; % is set by controls: 0 for no effect and ±100 for the full control effect
# Target sequence (P48426 whole entry, looked up): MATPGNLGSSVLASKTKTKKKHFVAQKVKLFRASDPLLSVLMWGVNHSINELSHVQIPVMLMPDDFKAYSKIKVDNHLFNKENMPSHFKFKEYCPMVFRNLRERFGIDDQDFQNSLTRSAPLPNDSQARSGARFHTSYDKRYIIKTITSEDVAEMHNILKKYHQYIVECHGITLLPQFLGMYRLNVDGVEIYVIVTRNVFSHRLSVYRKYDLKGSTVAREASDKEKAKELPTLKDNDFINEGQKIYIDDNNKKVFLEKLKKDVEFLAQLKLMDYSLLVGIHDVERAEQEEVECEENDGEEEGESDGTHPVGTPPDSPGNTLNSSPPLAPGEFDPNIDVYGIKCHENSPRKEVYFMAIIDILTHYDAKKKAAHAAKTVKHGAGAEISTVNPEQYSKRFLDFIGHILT
#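 Luminescence from ADP-Glo served as readout of PI5P4Kalpha activity in a qHTS format. Reaction: enzyme, substrate, compound, ATP at 5 microM final, 60 min at RT.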
# WRN inhibitor = blocks human WRN helicase | Q14191 | WRN helicase unwinding, fluorescent forked duplex, kinetic | Potency, µM (top dose mostly 114 µM), inactives show at the top dose activity change, negative = inhibition, usual class: inhibitors | hit rate 0.46% among 360,000; note: potency is the fitted concentration of half-maximal effect; % is set by controls: 0 for no effect and ±100 for the full control effect; nearly all actives have a fitted effect of over 55% in size
#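 Kinetic red-fluorescence monitoring (525/598 nm) tracks WRN helicase activity after 100 nM fluorophore-quencher forked duplex and 2 mM ATP are added to 20 nM enzyme pretreated 15 min at room temperature with compound.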
# Mm-Cpn inhibitor = blocks the Methanococcus maripaludis chaperonin Mm-Cpn; purified Mm-Cpn ATPase, ADP Transcreener TR-FRET; Potency, µM (series often up to 76.9 µM), for the others: at the top dose activity, negative = inhibition, actives largely listed as inhibitors; hit rate 0.031% among 330,000; note: potency is the fitted concentration of half-maximal effect; % is set by controls: 0 for no effect and ±100 for the full control effect; nearly all actives have a fitted effect of over 80% in size
#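 ATP (10 uM final) was added to archaeal chaperonin (25 nM final) after 10 min exposure to test compound at 37°C; after 30 min further incubation, ADP was detected by competitive TR-FRET.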
# * hit, by the source's call; ? = inconclusive; nt = not tested or not shown; [ ] = dose if it differs, or a comment. Unless noted, calls come from the whole dose curve; as a rule, active = well fitted curve in the direction sought with a large enough effect; inconclusive = small, poorly fitted or top-dose-only effect, or another doubt; inactive = no such curve, though single readings can be large; an effect the other way counts as inactive or inconclusive. Some of the compounds tested; the hit share may differ from the screen's.
SMILES,EPAC1 ag,PLK1 PBD inh,CCT chaperon mod,EPAC2 antag,EPAC1 antagonist,PI5P4Ka inh,WRN inhibitor,Mm-Cpn inhibitor
O=C(CNc1cc(S(=O)(=O)N2CCCC2)ccc1OCC(F)(F)F)Nc1cccc(C(F)(F)F)c1,-15.2%,3.2%,-6.5,-15.1%,?,17.1,-22.7%,-0.4%
CN(C)c1ccc(NC(=O)c2cccc(C(=O)Nc3ccc(N(C)C)cc3)n2)cc1,10.7%,-20.8%,-0.7,-3.5%,?,-21.7,-27.9%,-2.8%
O=C(N/C(=C/c1ccccc1F)C(=O)N1CCCCC1)c1ccccc1,-2.6%,-6.8%,-1.1,-5.5%,-6.0%,-5.9,4.7%,0.0%
Cc1ccc(S(=O)(=O)N2CCC(C(=O)Nc3ccccc3N3CCCCC3)CC2)cc1C,?,2.4%,1.6,8.4%,-9.5%,1.1,0.1%,2.1%
COc1cc(NC(=O)CN2CCCCCC2)cc(OC)c1,1.5%,-1.2%,-0.9,0.6%,-5.6%,-7.6,-0.1%,-6.8%
COC(=O)c1[nH]c2ccccc2c1NC(=O)C(C)N1CCOCC1 (centres undefined),13.0%,4.3%,-2.1,-1.3%,12.6%,-6.5,5.3%,0.0%
COc1ccc(-c2nc(CS(=O)CC(=O)N3CCc4ccccc4C3)c(C)o2)cc1 (centres undefined),1.8%,?,-1.4,-5.7%,2.3%,-3.0,-3.6%,-3.0%
c1ccc(CSc2nnc(-c3cccs3)n2Cc2ccco2)cc1,5.3%,-2.6%,-1.9,7.4%,3.7%,-3.3,-4.6%,0.4%
COC(=O)c1ccc(-c2c(-c3ccccc3)ncc3cc(F)ccc23)cc1,-2.4%,-26.1%,0.5,?,-18.1%,-4.3,-6.0%,2.4%
CN(Cc1cccs1)C(=O)C1CC(=O)N(Cc2ccccc2)C1 (centres undefined),0.2%,-0.1%,-0.7,-0.1%,8.4%,0.2,3.5%,3.0%
O=C(Nc1cccc(Cl)c1)c1cccnn1,-10.2%,?,0.6,5.5%,-2.6%,6.9,6.6%,0.1%
COC(=O)Cc1ccc(OC2(C)CCN(Cc3ccccc3OC(F)F)C2)cc1 (centres undefined),-4.8%,-6.3%,1.7,-0.2%,-22.6%,-1.1,-3.8%,nt
Cc1ccc(C(=O)OC2OC(=O)C(Cl)=C2N2CCOCC2)cc1 (centres undefined),9.5%,-18.9%,-49.6*,5.1%,-15.4%,11.1,-0.2%,3.1%
CSc1ccccc1NC(=O)Nc1ccccc1,-3.4%,-3.5%,1.6,-0.5%,2.2%,nt,-2.0%,1.0%
O=C(O)c1cc(-c2ccccc2)on1,4.7%,-1.4%,-10.1,-0.5%,-11.3%,nt,-6.1%,-3.1%
C/C(=N\Nc1ccc(C)c(Cl)c1)c1cccnc1,0.2%,-6.4%,-0.1,-11.9%,-5.3%,-2.0,7.9%,0.9%
Cc1ccc(-c2nc3c(c(SCC(=O)N4CCOCC4)n2)Cc2c(CO)cnc(C)c2O3)cc1,-5.6%,?,-0.9,1.5%,5.9%,-5.7,-1.5%[11.6 µM],-2.6%
O=C(Nc1nnc(Cc2ccccc2)s1)c1ccco1,-1.7%,-1.6%,-2.5,9.1%,5.2%,nt,0.0%,-3.4%
CN(C)C(=O)NC1CCCCCCCCCCC1,0.1%,-5.9%,-1.6,0.3%,10.8%,4.0,-3.5%,-1.2%
S=C(SSC(=S)N1CCOCC1)N1CCOCC1,-9.0%,1.5µM*,0.7,10.9%,0.1%,-88.1*,0.2%[57.1 µM],nt
COCCn1c(C)cc(C(=O)COC(=O)c2ccc([N+](=O)[O-])o2)c1C,9.2%,-3.1%,0.8,-1.0%,-11.0%,-1.6,0.6%,1.9%
O=C(NCCC1=CCCCC1)C(=O)NCC(c1ccco1)N1CCN(c2ccccc2F)CC1 (centres undefined),8.5%,-1.0%,1.8,-2.0%,-16.4%,10.5,-4.4%,-0.8%
O=C(Cc1ccccc1)Nc1cc(Cl)ccc1Sc1ccccc1,19.0%,-8.9%,0.3,3.7%,-22.2%,-3.3,-1.0%,1.1%
C=CCn1sc(N)c(C(=O)OCC)c1=S,1.7%,-9.8%,-0.3,0.4%,13.5%,10.3,-2.2%,0.2%
CNc1nc(SCc2ccccc2)nc(N2CCOCC2)n1,0.9%,-4.3%,-0.5,13.0%,12.5%,nt,-7.3%,-6.2%

# Remaining list, next part:
SMILES,EPAC1 ag,PLK1 PBD inh,CCT chaperon mod,EPAC2 antag,EPAC1 antagonist,PI5P4Ka inh,WRN inhibitor,Mm-Cpn inhibitor
O=c1cc(-c2ccccc2)cc(-c2ccccc2)n1O,8.8%,-8.7%,0.3,-9.1%,-13.1%,5.8,1.2%,-1.9%
O=C(/C=C/c1ccc2c(c1)OCO2)Nc1nc(-c2ccccc2)cs1,10.8%,-10.5%,-2.1,0.5%,13.9%,-3.1,-12.1%,-19.3%
Cc1cccc(Cn2c(=O)n(CCCC(=O)NCc3ccco3)c(=O)c3ccccc32)c1,-2.2%,-1.1%,-1.9,-3.3%,31.6%[activator],-11.3,-31.9%[57.1 µM],0.3%
CC(=N/O)/C(C)=N\NC(=O)c1ccccn1,12.7%,-0.1%,-0.5,-4.0%,-10.1%,-13.7,-0.1%,-0.1%
Cn1nc(C(F)(F)F)c(C(=O)Nc2ccc(F)cc2F)c1Sc1cccc(Cl)c1,23.7%,-14.7%,-2.0,-7.1%,-7.6%,nt,-10.8%,0.4%
CCOc1ccc(S(=O)(=O)/N=C(/Nc2ccc(S(N)(=O)=O)cc2)c2ccccc2)cc1,3.0%,1.3%,-0.3,-12.2%,-7.6%,4.1,7.0%,-0.9%
CC(C)C(c1nnnn1C(C)(C)C)N1CCOCC1 (centres undefined),0.8%,-8.5%,-3.9,-3.1%,1.6%,-0.2,4.1%,-0.2%
CC(=O)c1c(C)oc(C)c1CSCc1ccc(C(=O)O)o1,0.7%,?,-2.2,-16.6%,-17.9%,nt,?,-0.1%
CCOC(=O)c1nn(-c2ccc3c(c2)CCN3C(C)=O)cc1O,-3.7%,1.1%,1.7,5.1%,1.5%,nt,-5.9%[57.1 µM],-3.6%
Cc1nc([N+](=O)[O-])c(N2CCN(C)CC2)n1Cc1ccccc1,3.0%,-5.3%,-1.5,0.0%,-2.7%,0.5,-6.2%,0.8%
CCC(C)N=C1SCC(C)(/C=N/O)S1 (centres undefined),2.4%,-14.2%,1.0,11.0%,10.1%,-6.5,-0.4%,-0.1%
Cc1ccc(NC(=O)C2CC2c2ccccc2)cc1 (centres undefined),11.2%,-9.0%,-3.1,-3.0%,5.4%,2.7,-3.2%,0.0%
CC1CCCC(C)N1C(=O)COC(=O)c1cccs1 (centres undefined),-6.6%,-6.3%,-1.9,-5.3%,14.3%,-2.2,7.0%,0.5%
COCCNC(=O)C(c1ccc(O)cc1)N(Cc1ccccc1)C(=O)CCC(=O)Nc1ccccn1 (centres undefined),8.2%,-7.2%,-3.0,5.1%,6.1%,1.6,4.2%,1.1%
N#Cc1cccnc1N1CCN(C(C(=O)NC2CCCC2)c2ccc(F)cc2)CC1 (centres undefined),-4.3%,1.2%,nt,3.2%,-1.9%,2.6,0.5%,nt
COc1ccc(OC)c(C(=O)NC(CC(N)=O)c2ccc(N3CCN(c4ccccc4)CC3)c([N+](=O)[O-])c2)c1 (centres undefined),-4.5%,1.4%,-0.8,24.8%,3.6%,3.4,1.2%,0.1%
COc1cc(C(=O)NC(CCSC)C(=O)OCc2cc([N+](=O)[O-])cc3c2OCOC3)cc(OC)c1OC (centres undefined),3.4%,-4.8%,0.0,-6.5%,-4.6%,3.5,-0.6%,0.4%
Cc1ccc2nc(C)cc(OCC(=O)O)c2c1,-0.4%,0.1%,-1.0,4.2%,0.8%,nt,6.0%,1.5%
O=C(NNC(=O)c1cnccn1)c1cccc([N+](=O)[O-])c1,1.5%,-10.1%,0.0,2.9%,-5.5%,nt,-8.3%,-1.4%
Cc1ccc(C(=O)OCC(=O)c2ccccc2)cc1,-9.8%,-0.6%,3.2,-2.2%,-8.1%,5.8,-19.8%,0.6%
CSc1nccc(Oc2cncc(Cl)c2)n1,6.8%,-2.7%,-0.7,1.8%,-1.5%,4.7,-16.5%,-0.7%
S=C(NCc1ccncc1)Nc1cc(Cl)cc(Cl)c1,2.6%,-26.4%,-2.6,-15.2%,-0.8%,5.5,-7.6%,2.6%
O=C(c1ccncc1)N1CCN(S(=O)(=O)c2cccc(C(F)(F)F)c2)CC1,6.1%,-0.1%,-0.3,-2.2%,0.5%,0.4,-1.5%,0.4%
O=C1CCCC(=O)C1Sc1ccc(Cl)cc1,1.6%,-28.0%,3.5,6.9%,13.4%,-5.2,-6.2%,-3.6%
CSc1ccccc1OCc1cc(C(=O)N(C)Cc2ccc3nsnc3c2)no1,-7.9%,-9.7%,1.2,-7.3%,-19.0%,-0.4,-15.1%,1.3%
COc1ccc(N2CCN(C(=O)c3ccccc3N(C)S(=O)(=O)c3ccccc3)CC2)cc1,-7.2%,4.3%,0.0,-7.4%,6.9%,0.2,0.9%,-1.0%

# Arranged by formula weight (rising): 3 of the compounds above.
SMILES,EPAC1 ag,PLK1 PBD inh,CCT chaperon mod,EPAC2 antag,EPAC1 antagonist,PI5P4Ka inh,WRN inhibitor,Mm-Cpn inhibitor
Cc1ccc2nc(C)cc(OCC(=O)O)c2c1,-0.4%,0.1%,-1.0,4.2%,0.8%,nt,6.0%,1.5%
CSc1nccc(Oc2cncc(Cl)c2)n1,6.8%,-2.7%,-0.7,1.8%,-1.5%,4.7,-16.5%,-0.7%
S=C(NCc1ccncc1)Nc1cc(Cl)cc(Cl)c1,2.6%,-26.4%,-2.6,-15.2%,-0.8%,5.5,-7.6%,2.6%

# Full records, looked up by structure:
# `CSc1ccccc1OCc1cc(C(=O)N(C)Cc2ccc3nsnc3c2)no1` reads EPAC1 ag = -7.9%; PLK1 PBD inh = -9.7%; CCT chaperon mod = 1.2; EPAC2 antag = -7.3%; EPAC1 antagonist = -19.0%; PI5P4Ka inh = -0.4; WRN inhibitor = -15.1%; Mm-Cpn inhibitor = 1.3%
# `COCCNC(=O)C(c1ccc(O)cc1)N(Cc1ccccc1)C(=O)CCC(=O)Nc1ccccn1` (centres undefined) reads EPAC1 ag = 8.2%; PLK1 PBD inh = -7.2%; CCT chaperon mod = -3.0; EPAC2 antag = 5.1%; EPAC1 antagonist = 6.1%; PI5P4Ka inh = 1.6; WRN inhibitor = 4.2%; Mm-Cpn inhibitor = 1.1%
